Source: PubChem (several laboratories)
Pemphigus Ab inh: human desmoglein-3 autoantibody binding inhibition. binding (percent of control), % at 10 µM. DSG3-coupled beads, scFv-anti-DSG3-GFP binding, flow cytometry; active compounds read low. P32926. actives 0.48% (n = 310,000);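 active = binding more than 3 SD below its plate's average and above zero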;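 also: hits lower antibody fragment binding to DSG3; some compounds called inactive have numbers as strong as hits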
Target sequence (P32926 whole entry, looked up, the tested form may be a part): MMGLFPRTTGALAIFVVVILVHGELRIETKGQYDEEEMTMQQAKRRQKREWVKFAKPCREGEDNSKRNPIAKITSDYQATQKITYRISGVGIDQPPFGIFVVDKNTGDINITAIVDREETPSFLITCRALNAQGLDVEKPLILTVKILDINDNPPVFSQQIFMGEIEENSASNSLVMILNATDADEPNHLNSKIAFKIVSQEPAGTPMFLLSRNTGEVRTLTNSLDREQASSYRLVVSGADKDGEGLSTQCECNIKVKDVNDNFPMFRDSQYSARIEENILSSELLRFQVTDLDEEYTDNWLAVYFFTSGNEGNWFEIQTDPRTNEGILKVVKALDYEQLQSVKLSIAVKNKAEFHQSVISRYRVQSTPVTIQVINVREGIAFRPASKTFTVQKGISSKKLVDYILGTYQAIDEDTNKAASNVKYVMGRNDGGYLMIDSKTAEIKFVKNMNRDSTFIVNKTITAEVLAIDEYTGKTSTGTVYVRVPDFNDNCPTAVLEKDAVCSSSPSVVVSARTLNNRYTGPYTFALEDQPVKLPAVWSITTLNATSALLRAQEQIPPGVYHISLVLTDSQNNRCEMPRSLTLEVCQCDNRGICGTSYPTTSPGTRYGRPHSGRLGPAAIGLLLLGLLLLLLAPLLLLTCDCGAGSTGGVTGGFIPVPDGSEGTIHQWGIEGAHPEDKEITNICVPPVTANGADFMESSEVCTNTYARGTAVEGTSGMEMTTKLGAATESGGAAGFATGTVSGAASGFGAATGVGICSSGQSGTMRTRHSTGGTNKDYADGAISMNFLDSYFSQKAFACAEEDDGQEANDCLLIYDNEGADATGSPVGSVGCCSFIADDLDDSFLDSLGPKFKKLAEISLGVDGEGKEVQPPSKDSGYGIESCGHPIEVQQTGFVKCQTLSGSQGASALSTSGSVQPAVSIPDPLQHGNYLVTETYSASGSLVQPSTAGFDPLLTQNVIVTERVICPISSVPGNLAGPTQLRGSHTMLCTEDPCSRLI
C-LANA FP: KSHV C-LANA DNA binding inhibition; AID 504423; MBP-C-LANA/FAM-LBS DNA binding, fluorescence polarization; inhibition, % at 9 µM; actives 0.078% (n = 340,000);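 active = highest replicate inhibition at or above 60% at 9 µM, even if other replicates fall short; inactive = all replicates below 60% inhibition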;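 also: 0% = neutral control wells and 100% = 4 µM acridine orange control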
MOR-DOR ag: OPRM1-OPRD1 heterodimerization agonism; cells, luminescence; activation, % at 9.3 µM; actives 0.3% (n = 340,000); in the data active = activation above about 18%;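 also: 0% = vehicle-treated cells and 100% = reference agonist; values of inactives mirror those of a sister screen read the other way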
Keap1 Nrf2 FP: Keap1-Nrf2 (human) interaction inhibition; actives 0.15% (n = 340,000); Q14145; inhibition, % at 9.4 µM; Keap1 Kelch-Nrf2 peptide fluorescence polarization, 1536-well; AID 504523; in the data active = inhibition above about 12%;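 also: human Keap1 Kelch domain with fluorescein labeled Nrf2 9mer peptide probe; 0% = neutral control wells and 100% = peptide positive control; higher means more block of Keap1 binding to Nrf2 peptide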
V-ATPase pH: yeast V-ATPase proton transport regulation by pHLuorin; AID 504577; response, % at 10 µM; actives 0.37% (n = 350,000); S. cerevisiae, pHLuorin cytosolic pH fluorescence; in the data active = response mostly above about 7.3%, no sharp cut-off; inactive = mostly below about 5.4%; also: actives read high; inactives centre near 0; some compounds called inactive have numbers as strong as hits; reference of the scale not given here
RTF Ca sens act: increases calcium sensitivity of human cardiac regulated thin filaments; P19429+P45379; AID 493008; IANBD-labeled TnC RTF fluorescence at EC20 calcium; 0% EC20 calcium, 100% full calcium; activation, % at 7.2 µM; actives 0.24% (n = 340,000);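 active = activation above the mean over all tested compounds plus 3 SD, cut at about 30% in these data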;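 also: rise in fluorescence read as greater calcium sensitivity of cardiac thin filaments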
Cardiac RTF inh: cardiac RTF calcium desensitization; P19429+P45379; inhibition, % at 7.15 µM; IANBD-labeled cardiac RTF, Ca2+ fluorescence; actives 0.12% (n = 340,000);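 active = inhibition above the mean inhibition of all tested compounds plus 3 SD, cut at about 17% in these data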;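 also: assay run at fixed EC70 calcium of 1.6 mM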
Arrestin-AP2 inh: inhibitors of human beta-arrestin and AP2 interaction; FITC-arrestin peptide / GST-AP2 beads, flow cytometry; AP2 beta2 appendage carries R879A mutation; inhibition, % at 10 µM; actives 0.31% (n = 340,000);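 active = inhibition above a set limit, near 3 SD of compounds lacking own fluorescence, cut at about 54% in these data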;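 also: plate controls were DMSO wells for no effect and 5 µM unlabelled arrestin peptide for full effect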
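System: GST-AP2 R879A glutathione beads; medium: PBS, Tween 20 0.05%, BSA 0.1%; reagent: fluorescein-tagged arrestin peptide at 50 nM final; schedule: pre-incubation 12 min, peptide binding 1 h, room temperature; detection: flow cytometry, FL1 (488/535 nm); read-out: inhibition as reduced fluorescein signal on beads, percent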
Wnt bcat act: activates Wnt/beta-catenin signaling in a reporter cell assay; activator, plate reader; activation, % at 9.35 µM; actives 1.2% (n = 300,000); AID 743398; in the data active = activation above about 30%, passing the limit was not always enough;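 also: 0% = neutral control wells and 100% = positive control wells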
OPRM1-OPRD1 inv: inverse agonists of human mu-delta opioid receptor heterodimerization | P35372+P41143 | cell-based MOR-DOR heterodimer luminescence, inverse agonism | inhibition, % at 9.3 µM | actives 0.21% (n = 340,000) | AID 504357; in the data active = inhibition above about 22%, passing the limit was not always enough;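 also: 0% = cells with DMSO and 100% = wells without cells with DMSO; values of inactives mirror those of a sister screen read the other way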
* hit, by the source's call; / = not tested or not shown.

SMILES	Pemphigus Ab inh	C-LANA FP	MOR-DOR ag	Keap1 Nrf2 FP	V-ATPase pH	RTF Ca sens act	Cardiac RTF inh	Arrestin-AP2 inh	Wnt bcat act	OPRM1-OPRD1 inv
CCOc1ccc(NC(=O)CN2CCN(c3ccccc3C)CC2)cc1S(=O)(=O)N1CCCC1	105	3.2	0.2	-2	-1	0	-5	-14	12	-1
CC(C)(C)c1cc(C(=O)N/N=C/c2ccc(F)cc2)n(-c2ccccc2)n1	107	-0.8	1.4	2	0	-4	5	-4	0	-8
O=C(O)c1ccc(S(=O)(=O)c2ccc3c(c2)C(=O)N(c2ccc(Br)cc2)C3=O)cc1	117	2.2	-2.7	-1	-2	-3	4	1	2	14
COc1ccc2cc3cc(C(=O)NCCN4CCc5ccccc5C4)sc3nc2c1	94	2.1	0.3	0	6	-6	-6	-10	1	-2
O=C(Nc1c(Cl)cc(Cl)cc1C(=O)NCCN1CCOCC1)c1cccc([N+](=O)[O-])c1	98	-0.4	-3.9	2	-3	-3	-5	5	-2	18
Cc1ccc(S(=O)(=O)N2[C@@H](c3ccccc3F)C(C(=O)O)=CC[C@H]2c2ccc(C(C)C)cc2)cc1	104	1.4	0.7	1	-1	-1	-5	12	2	-4
CCCCC1S/C(=N/N=C/c2ccco2)NC1=O (stereo not drawn)	104	-2.0	-0.8	-1	-2	10	6	15	-2	4
O=S(=O)(c1cccc2nsnc12)N1CCN(C/C=C\c2ccccc2)CC1	106	0.1	-1.3	-2	-5	-5	-1	-6	4	7
N#Cc1ccccc1OCC(=O)Nc1ccccc1C(=O)NC1CC1	109	-0.4	-0.9	1	5	4	-8	1	2	6
CCOC(=O)c1cnc2ccc(C)cc2c1OCc1cc(F)cc(F)c1	88	-1.2	-1.1	-6	1	-1	-2	-5	-3	6
O=C(O)C1C2CCC(O2)C1C(=O)Nc1cnn(Cc2ccccc2)c1 (stereo not drawn)	100	2.1	-1.2	3	5	1	-6	4	/	6
O=C1OC(Cc2ccccn2)C(=O)C1=C1SCCS1 (stereo not drawn)	89	-0.5	-3.9	-7	5	4	-6	1	27	20
Cc1cccn2c(/C=N/OCc3ccc(F)cc3)c(-c3ccc(Cl)cc3)nc12	106	-1.0	-0.5	0	-2	4	2	12	-1	2
CCOC(=O)CNC(=S)N1CCn2c(nc3ccccc32)C1	108	-0.9	/	-2	4	-2	-1	0	0	/
COC1CCN(C(=O)c2ccc(OC3CCN(Cc4ccccn4)CC3)cc2)CC1	96	-0.7	-0.9	0	-4	0	-1	-20	-2	4
COc1cc(/C=N\NC(=O)c2ccc(Cl)cc2)ccc1Oc1ccc([N+](=O)[O-])cn1	116	0.1	1.9	-4	-4	8	3	-6	5	-10
COc1ccc(OC)c(/C=C/C(=O)Nc2ccc(OC)nc2)c1	101	0.6	-2.8	-5	5	2	5	30	0	13
COc1cccc2c(=O)cc(C)n(CC(=O)Nc3cccc(C)c3)c12	106	-0.1	-0.4	-1	1	-4	4	-4	-8	3
Cc1ccc(-n2c(C)nc3c(cnn3-c3ccc(F)cc3)c2=O)cc1	94	0.3	0.5	-1	-1	-5	-5	-9	/	-3
CCC(=O)N1CCc2cc(Br)cc(S(=O)(=O)N(C)c3ccc(OC)cc3OC)c21	104	0.5	-4.7	-7	4	6	5	0	-9	22
O=C(c1nc2ccccn2c1CN1CCCC(c2nc3ccccc3o2)C1)N1CCCC1 (stereo not drawn)	103	0.3	-2.2	2	-4	4	-10	4	-1	11
Cc1ccnc(NCc2c(O)ccc3ccccc23)c1	113	-8.3	1.1	4	0	2	0	-3	-1	-5
C=CCN(c1ccc(F)cc1)S(=O)(=O)c1cc(C(=O)OCC(=O)N(C)C2CCS(=O)(=O)C2)ccc1Cl (stereo not drawn)	99	-6.7	-3.4	2	0	-1	-1	-3	0	18
C=CS(=O)(=O)N(Cc1ccccc1Br)[C@H](CO)CC(C)C	101	2.8	-0.9	-2	1	2	2	-6	-2	5
Cc1ncc(/C=C2\C(=O)Nc3ccccc32)[nH]1	107	/	/	/	-2	/	/	4	1	/
CC(=O)N1CCSc2ccc(S(=O)(=O)NCCc3ccc(C)cc3)cc21	104	0.6	1.2	-2	0	3	0	10	0	-6
Cc1nn(-c2ccccc2)c2c1C(c1ccco1)C(C#N)=C(N)O2 (stereo not drawn)	104	1.6	-3.4	4	0	-3	-4	-7	/	18
CC(C)(C)NC(=O)NC(=O)COC(=O)c1nc(-c2ccccc2)n(-c2cccc(C(F)(F)F)c2)n1	111	-0.7	4.9	-2	-5	2	-2	-8	0	-35
CC(=O)Nc1ccccc1C(=O)C(=O)Nc1ccc(C(=O)N2CCOCC2)cc1	110	1.8	-3.1	0	-1	0	-2	-20	1	15
C=CCn1c(SCC(=O)c2ccccc2)nnc1-c1cc2ccccc2o1	108	0.2	-0.7	-1	-1	-1	-8	-3	/	3
Cc1ccc(-n2nc3c(c2NC(=O)c2cc4ccccc4o2)CS(=O)(=O)C3)cc1	106	0.4	-2.7	-1	3	-3	-2	57*	-1	14
COc1ccc(S(=O)(=O)N(C)C)cc1NC(=O)[C@H](Cc1ccccc1)N1C(=O)c2ccccc2C1=O	104	1.7	-1.5	-2	5	1	4	2	/	8
CCOc1ccc(NS(=O)(=O)N(C)C)cc1	/	1.3	-0.7	-2	5	1	-5	5	-3	4
COc1ccc(CNC(=S)N2CCN(Cc3ccccc3)CC2)cc1	91	0.7	-0.3	3	8	3	-7	-7	0	2
Cn1c(SCC(=O)c2ccc(O)c(O)c2)nnc1-c1ccccc1	111	3.3	0.2	2	2	5	0	-4	-1	-1
CCCC(=O)NC(=S)Nc1ccccc1C(F)(F)F	/	-0.7	-2.8	0	0	7	-22	-1	-2	17
CCOc1cc2c(cc1OCC)C(c1ccccc1)N(c1ccc(C(=O)O)cc1)C(=O)C2 (stereo not drawn)	103	-1.2	-3.4	-4	-2	-6	7	-9	-1	18
O=C1NC2(CCCCC2)OC12CCCCC2	/	-1.7	-3.0	-3	-2	8	-3	-12	-4	14
O=C(NCc1ccccc1F)C1CCC(=O)N(Cc2ccc(Cl)cc2)C1 (stereo not drawn)	108	-0.3	-2.8	1	-3	-4	-5	-4	-3	14
COC(=O)c1cc2cc(NS(=O)(=O)c3ccc(C)cc3)ccc2s1	102	0.3	3.3	5	2	0	8	-10	-1	-19
COc1ccc(Nc2ncc3c(n2)CC(c2ccccc2)CC3=O)cc1 (stereo not drawn)	98	-1.1	2.1	-2	-5	-4	-1	1	/	-11
COc1ccccc1Nc1nnc(SCc2nnc(-c3cc(OC)c(OC)c(OC)c3)o2)s1	/	-1.6	-3.0	-2	-2	6	7	7	/	16
CSc1ncc(-c2ccc(Cl)cc2)[nH]1	101	-1.8	-3.0	-1	-3	-6	2	-7	17	15
Cc1ccccc1NC(=O)C1CC(=O)N(c2ccccc2F)C1 (stereo not drawn)	103	0.0	-2.5	-3	1	0	-9	-8	0	10
COc1ccc(CNCC(O)(c2ccc(F)cc2)c2ccc(F)cc2)cc1OC	102	1.6	7.5	-4	-1	6	1	1	-1	-43
O=C(Nc1cccc(-n2cnnn2)c1)c1cnccc1Cl	100	0.5	-0.6	-3	3	1	-5	-4	-2	3
CC(=O)c1cccc(N(CC(=O)NC2CCCC2)C(=O)c2csnn2)c1	99	1.2	-1.9	-5	0	-4	2	-1	9	10
N#Cc1cnc(SCC(=O)N2CCCCC2)nc1N	119	-1.7	-2.1	0	0	6	-2	-20	0	10
CC1CCC/C(=C\Nc2ccc(O)cc2)C1=O (stereo not drawn)	102	-2.7	6.7	-2	3	5	-7	34	/	-29
Cc1ccc(OCC(=O)NCc2n[nH]c(=O)c3ccccc23)cc1	97	-0.8	-0.7	3	5	1	4	-13	-2	4
NC(=S)N/N=C1/CCSc2ccc3ccccc3c21	103	1.3	-1.0	-5	2	9	-4	7	-1	5
Cc1ccc(F)cc1CNC(=O)c1cc(COc2ccc3ncccc3c2)on1	/	-1.4	/	-4	0	/	/	4	-1	/
CC(=O)Nc1ccc(N2CCOCC2)c(C(=O)Nc2cccc(C)c2)c1	105	-0.9	-1.4	3	-5	0	-3	11	/	8
CSc1nc(O)c(C(c2ccc(F)cc2)c2c(O)nc(SC)[nH]c2=O)c(=O)[nH]1	98	/	/	/	-1	/	/	6	-1	/
c1ccc(OCc2nnc3sc(C4COc5ccccc5O4)nn23)cc1 (stereo not drawn)	98	0.4	2.8	-4	2	11	-3	-4	-2	-14
Cc1ccc2c(CC(=O)OCn3nnc4ccccc4c3=O)coc2c1	101	-0.8	1.8	-5	-2	11	-7	11	/	-10
CCn1cc(S(=O)(=O)NC2CCCCC2)cn1	100	0.4	-2.3	2	3	-2	-4	-10	0	16
CSc1nnc(C2CCCN(CC(=O)Nc3ccccc3N3CCOCC3)C2)n1C(C)C (stereo not drawn)	89	-2.1	0.4	-2	0	-2	-4	4	-1	-3
COc1ccc(CCN(C)C(=S)Nc2ccc(SC(F)F)cc2)cc1OC	/	0.8	1.2	-5	0	-5	-13	1	0	-9
COc1cccc(NS(=O)(=O)c2c(C)cc(C)cc2C)c1	98	1.3	4.5	-3	2	0	-3	3	/	-25

Other records:
SMILES	Pemphigus Ab inh	C-LANA FP	MOR-DOR ag	Keap1 Nrf2 FP	V-ATPase pH	RTF Ca sens act	Cardiac RTF inh	Arrestin-AP2 inh	Wnt bcat act	OPRM1-OPRD1 inv
COc1cc(/C=C/C(=O)OCc2c(C)noc2C)ccc1OC(F)F	99	-3.2	1.3	-5	3	6	-5	3	-1	-7
COC(=O)C1CCN(Cc2cn(Cc3ccccc3)nc2-c2cc3ccccc3o2)CC1	100	1.7	-0.5	-13	-4	-2	-2	7	-3	2
CCOc1ccccc1NC(=O)CN1CCC(C(=O)c2ccc(OC)cc2)CC1	110	0.2	0.6	-4	4	1	-17	3	-2	-3
CCCS(=O)(=O)c1c(S(=O)(=O)CCC)c2cnccn2c1C(=O)c1ccc(Cl)cc1	105	1.0	-2.5	-4	-1	-6	1	18	/	12
CC1CN(Cc2cc(=O)[nH]c(C3CC3)n2)CC(C)O1 (stereo not drawn)	99	-1.4	-1.3	-2	1	-1	-4	24	-1	8
O=C(O)CSc1nnc(-c2ccccc2Br)n1-c1cccc(C(F)(F)F)c1	98	-1.3	-3.2	-4	-1	3	-1	4	-1	15
Cc1cccc(-c2nnn(C/C(N)=N/O)n2)c1	97	1.2	-1.4	0	0	5	1	4	3	10
COc1ccc(NC(C)=O)cc1NS(=O)(=O)c1cn(C)c(=O)n(C)c1=O	106	0.1	-1.4	-5	2	-1	0	4	-2	8
O=C(NC(=S)Nc1ccccc1N1CCOCC1)c1ccco1	89	0.9	-1.1	-4	-1	0	-13	6	4	7
